KCNQ1 pot: potentiates or activates the human KCNQ1 potassium channel; B-score at 10 µM; P51787; AID 2648; 0.35% of 310,000 active; CHO-K1 KCNQ1, thallium flux FluxOR fluorescence; stronger effect = higher value;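 active = fluorescence ratio B-score, a plate-corrected score, at least three library SD, with initial intensity B-score within 5 SD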
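assay system = CHO-K1 cells stably expressing KCNQ1 | medium = assay buffer, equal DMSO in all wells | timing = 37 °C overnight plating, 90-min dark dye load, 20-min compound pretreatment | measured by = kinetic FluxOR thallium fluorescence, 10-s 1-Hz baseline, 110-s post-stimulus read | measure = fluorescence change relative to baseline, converted to B score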
KCNK3 inh: human KCNK3 channel inhibition, primary screen. CHO-KCNK3 thallium flux, FluxOR fluorescence; stronger effect = lower value. B-score at 10 µM. 0.84% of 340,000 active;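 active = B-score under library mean minus 4 SD, starting fluorescence ratio at most library mean plus 5 SD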;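 note: more negative B-score means stronger inhibition of thallium flux through KCNK3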
Target sequence (O14649 whole entry, looked up): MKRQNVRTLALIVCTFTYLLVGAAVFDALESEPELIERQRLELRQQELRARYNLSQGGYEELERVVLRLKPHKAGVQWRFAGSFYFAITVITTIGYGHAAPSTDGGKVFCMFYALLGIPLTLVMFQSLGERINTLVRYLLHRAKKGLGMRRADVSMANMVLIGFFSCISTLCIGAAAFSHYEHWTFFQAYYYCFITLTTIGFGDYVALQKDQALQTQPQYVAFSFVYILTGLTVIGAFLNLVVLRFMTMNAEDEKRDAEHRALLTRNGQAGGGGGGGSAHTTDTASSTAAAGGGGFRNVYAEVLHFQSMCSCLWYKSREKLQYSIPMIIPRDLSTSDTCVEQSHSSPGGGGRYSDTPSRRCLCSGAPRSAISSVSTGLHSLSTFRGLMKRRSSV
hERG protect: compounds protecting human hERG from proarrhythmic drug block; Q12809; CHO-hERG, FluxOR thallium flux, dofetilide IC70 present; activation (rescue from dofetilide block), less the hit threshold, % at 10 µM; 0.51% of 310,000 active;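 active = activation above the mean of controls blocked by dofetilide plus 5 SD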;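 note: thallium influx through hERG after potassium depolarization seen as dye fluorescence rise; in these data hits start at about 4.7%; inactives centre near -7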
MrgX1 ag: activates human MrgX1 receptor signaling; Q96LB2; MrgX1-HEK293 cells, Fluo-4 calcium fluorescence, agonist mode; stronger effect = higher value; B-score at 10 µM; 0.44% of 310,000 active; AID 588627;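 active = calcium response B-score plate-corrected fluorescence ratio at least 3 library SD, with starting fluorescence B-score inside 5 SD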
Target sequence (Q96LB2 whole entry, looked up): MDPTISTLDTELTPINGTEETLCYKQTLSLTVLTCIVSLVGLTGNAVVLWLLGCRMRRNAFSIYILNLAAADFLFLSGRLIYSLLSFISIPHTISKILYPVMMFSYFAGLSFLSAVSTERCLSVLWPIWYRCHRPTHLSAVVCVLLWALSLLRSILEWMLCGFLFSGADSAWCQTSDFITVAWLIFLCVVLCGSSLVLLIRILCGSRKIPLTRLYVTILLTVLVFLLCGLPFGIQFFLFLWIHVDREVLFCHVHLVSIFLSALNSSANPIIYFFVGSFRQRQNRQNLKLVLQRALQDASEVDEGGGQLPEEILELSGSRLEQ
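Test system: Stable human MrgX1 HEK293 cell line | Schedule: Overnight plating before 1 h dye loading | Read-out basis: Baseline-normalised fluorescence change ratio, B-scored | Detection: Kinetic calcium dye fluorescence, Fluo-4 NW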
RGS4 block: inhibitors of human RGS4. HEK293 M3R/RGS4 inducible, Fluo-4 calcium flux; stronger effect = higher value; triggered by carbachol at its EC20. P49798. B-score at 10 µM. 0.45% of 310,000 active;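 active = B-score, a plate-corrected calcium signal, over three deviations above library mean, with baseline fluorescence within five deviations of library mean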;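 note: RGS4 expression induced by doxycycline in cells with stable M3 receptor; B-score is computed from the integrated fluorescence ratio over baseline after carbachol; higher B-score means a larger calcium signal and so more RGS4 inhibition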
Target sequence (P49798 whole entry, looked up): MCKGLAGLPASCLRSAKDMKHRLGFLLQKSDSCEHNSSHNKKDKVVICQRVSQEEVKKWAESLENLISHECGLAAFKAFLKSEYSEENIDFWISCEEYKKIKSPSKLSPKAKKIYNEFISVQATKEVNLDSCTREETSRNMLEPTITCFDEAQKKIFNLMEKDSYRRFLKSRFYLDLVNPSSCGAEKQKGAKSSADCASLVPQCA
ANO1 block: mouse TMEM16A channel inhibition, primary screen. HEK293 TMEM16A/YFP iodide influx fluorescence, ionomycin. normalized B-score (activity score, 25-100; higher = stronger inhibition) at 10 µM. 1.2% of 310,000 active;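 active = ratio plate-corrected score three or more library SD toward inhibition, starting fluorescence score within five deviations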;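 note: score derived from kinetic fluorescence span divided by baseline fluorescence per well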
ANO1 activ: activators or potentiators of mouse TMEM16A chloride channel. HEK293 TMEM16A/YFP-H148Q/I152L, iodide quench fluorescence; stronger effect = lower value. 0.3% of 340,000 active. B-score at 10 µM;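 active = fluorescence-ratio B-score plate-corrected deviation score at least 3 library SD below zero, with starting fluorescence score within 5 deviations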;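 note: channel opened by trigger with iodide after compound preincubation; score built on the fluorescence ratio of max minus min over baseline; more negative score means more quench and so TMEM16A activation or potentiation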
MrgX1 allo act: human MrgX1 positive allosteric modulation, primary screen. B-score at 10 µM. MrgX1-HEK293, Fluo-4 calcium flux, FDSS; stronger effect = higher value. 0.63% of 310,000 active. Q96LB2;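 active = plate-corrected calcium response at least 3 library SD above typical, normal starting fluorescence, not activating the receptor alone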;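 note: compound read alongside a low EC10 to EC30 dose of BAM8-22 agonist; peak minus trough fluorescence over baseline measured at the second addition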
RGS4 pot: RGS4 potentiation or activation. HEK293 M3R/inducible RGS4, carbachol calcium flux Fluo4; stronger effect = lower value. 0.92% of 310,000 active. B-score at 10 µM;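 active = B-score of the integrated calcium signal more than 4 SD below the library mean, with starting fluorescence not abnormally high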;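 note: negative B-score means reduced calcium response which marks RGS4 activation or potentiation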
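Material: M3R-expressing HEK293 line, RGS4 induced by doxycycline | Schedule: Overnight RGS4 induction, 30 min dye load 37 °C, 20 min compound RT | Measured by: Fluo4 fluorescence kinetic imaging of calcium | Read-out: Integrated calcium ratio converted to B score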
KCNQ1 block: inhibitors of human KCNQ1 potassium channel; 1.3% of 310,000 active; CHO-K1 KCNQ1, FluxOR thallium flux fluorescence; stronger effect = higher value; B-score at 10 µM; P51787;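 active = compounds whose thallium flux B-score, printed positive for inhibition, exceeds three library SD while starting fluorescence stays within three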;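 note: channel opened by potassium depolarization with thallium stimulus after 20 min compound exposure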
KCNK9 inh: inhibitors of human KCNK9 two-pore domain potassium channel. Q9NPC2. HEK293 KCNK9, FluxOR thallium flux fluorescence; stronger effect = lower value. B-score at 10 µM. 1.2% of 310,000 active. AID 488922;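 active = ratio B-score over 3 SD below the library mean, with starting fluorescence within 5 SD of its mean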;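 note: negative B-score means less thallium flux so channel inhibition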
Active calls of the source: *; i = inactive; nt = no result given.

# | Molecule | KCNQ1 pot | KCNK3 inh | hERG protect | MrgX1 ag | RGS4 block | ANO1 block | ANO1 activ | MrgX1 allo act | RGS4 pot | KCNQ1 block | KCNK9 inh
1 | O=C(NCC(c1ccco1)N1CCc2ccccc2C1)c1ccccc1 (configuration not stated) | i | i | -13 | i | i | i | i | i | i | i | i
2 | O=C(Nc1ccccc1Oc1ccccc1)C1=COCCO1 | i | i | -11 | i | i | i | i | i | i | i | i
3 | O=C(C(c1ccccc1)c1ccccc1)N1CCCc2ccccc21 | i | i | -11 | i | i | i | nt | i | i | i | -11*
4 | CCN(CC)S(=O)(=O)c1cccc(NC2=NCC(C)S2)c1 (configuration not stated) | i | i | -4 | i | i | i | i | 9.1* | i | i | i
5 | CN(C)CCCNC1=CC(=O)CC(c2ccccc2)C1 (configuration not stated) | i | i | -6 | i | i | i | i | i | i | i | i
6 | C=CCn1c(=O)c2c(nc(Br)n2Cc2ccccc2Cl)n(C)c1=O | i | i | -5 | i | i | i | i | i | i | i | i
7 | Cc1cc(C)c(OCC(=O)N(Cc2ccc(N(C)C)cc2)C2CCS(=O)(=O)C2)c(C)c1 (configuration not stated) | i | i | -12 | i | i | i | i | i | i | i | i
8 | O=C(CN(CC1CCCO1)S(=O)(=O)c1ccc(S(=O)(=O)NC2CC2)cc1)Nc1ccccc1 (configuration not stated) | i | i | -7 | i | i | i | i | i | i | i | i
9 | Cc1ccc(C(=O)NC(=S)Nc2ccc(S(=O)(=O)N3CCN(C)CC3)cc2)cc1 | i | i | -5 | i | i | i | i | i | i | i | i
10 | O=C(NC1CCCN(CCc2ccccc2)C1)c1c[nH]c2ccccc12 (configuration not stated) | i | i | -5 | i | i | i | i | i | i | i | i
11 | CCC1=NN(C(=O)c2cccc([N+](=O)[O-])c2)C(O)(c2ccc(C)cc2)C1 (configuration not stated) | i | i | -14 | i | i | i | i | i | i | i | i
12 | CN(C(=O)CSc1nnc(-c2ccccc2)c(-c2ccccc2)n1)C1CCS(=O)(=O)C1 (configuration not stated) | i | i | -5 | i | i | i | i | i | i | i | i
13 | CCCCCCCNC(=O)C1(CC2CC(c3ccc(Cl)cc3)=NO2)CCN(C(=O)CCCCCBr)CC1 (configuration not stated) | i | i | -14 | i | i | i | i | i | i | i | i
14 | O=C(O)c1ccccc1-n1cnnn1 | i | i | -9 | i | i | i | i | i | i | i | i
15 | Cc1nc2sc(C(c3cccc(F)c3)N3CCCCC3)c(O)n2n1 (configuration not stated) | i | i | -3 | i | i | i | i | i | i | i | i
16 | Cc1onc(-c2ccccc2Cl)c1C(=O)NCc1ccccc1F | i | i | -5 | i | i | i | i | i | i | i | i
17 | O=C(NCc1ccc(N2CCCC2=O)cc1)Nc1cccc(Cl)c1 | i | i | -3 | i | i | 25* | i | i | i | i | i
18 | COc1ccc(Cl)cc1NC(=O)C12CCC(C)(C(=O)O1)C2(C)C (configuration not stated) | i | i | -11 | i | i | i | i | i | i | i | i
19 | O=C(O)c1cccc(C(=O)O)c1 | i | i | -3 | i | i | i | i | i | i | i | i
20 | Fc1ccc(C2=Nn3c(nnc3-c3ccco3)SC2)cc1 | i | i | -4 | i | i | i | i | i | i | i | i
21 | Cc1cc(C)c(S(=O)(=O)Nc2ccccc2-c2ccccc2)c(C)c1 | i | i | -7 | i | i | 25* | i | i | i | i | i
22 | O=C(Nc1cc2c(cc1Cl)OCCCO2)c1ccco1 | i | i | -4 | i | i | i | i | i | i | i | i
23 | CS(=O)(=O)N(CCc1ccccc1)CC(=O)N1CCCCC1 | i | i | -5 | i | i | i | i | i | i | i | i
24 | O=C(O)c1ccc(/C=N/N2CCN(Cc3ccccc3)CC2)cc1 | i | i | -16 | i | i | i | i | i | i | i | i
25 | CCOC(=O)Nc1sc2c(c1C(N)=O)CCC(C)C2 (configuration not stated) | i | i | -21 | i | i | i | i | i | i | i | i
26 | N#CCCN1CCN(C(=O)c2c(N)no[n+]2[O-])CC1 | i | i | -7 | i | i | i | i | i | i | i | i
27 | Cc1ccc(NC(=O)C2CCN(c3cnccn3)CC2)cc1C | i | i | -9 | i | i | i | i | i | i | i | i
28 | COc1ccc(CNC(=O)COC(=O)C2CC3C=CC2C3)cc1 (configuration not stated) | i | i | -2 | i | i | i | i | i | i | i | i
29 | CCCCC(=O)Nc1nc2ccc3nc(C)sc3c2s1 | i | i | -12 | i | i | i | i | i | i | i | i
30 | O=C(NCCC1=CCCCC1)C1CCN(S(=O)(=O)c2cccc3nonc23)CC1 | i | nt | -3 | i | i | i | nt | i | i | i | i
31 | COc1ccc(N2CC(NC(=O)NCC(C)C)CC2=O)cc1 (configuration not stated) | i | i | -9 | i | i | i | i | i | i | i | i
32 | Cc1ccc(N=C/C(C(=O)C(F)(F)F)=C(\O)c2ccco2)cc1Cl | i | i | -10 | i | i | i | i | i | i | i | i
33 | Cc1c(Br)c([N+](=O)[O-])nn1CCCC(=O)Nc1c(C)n(C)n(-c2ccccc2)c1=O | i | i | -15 | i | i | i | i | i | i | i | i
34 | S=C(NCc1ccccc1)Nc1nccs1 | i | i | -3 | i | i | i | i | i | i | i | i
35 | Cc1occc1-c1nnc(SCC(=O)NC2CCCC2)n1C | i | i | -2 | i | i | i | i | i | i | i | i
36 | O=S(=O)(/N=C(/Nc1ccc(Cl)cc1Cl)c1ccccc1)c1cccs1 | i | i | -26 | i | i | i | i | i | i | i | i
37 | CCc1ccc(CNC(=O)CCCn2nc(C)n3ccnc3c2=O)cc1 | i | i | -8 | i | i | i | i | i | i | i | i
38 | COc1ccc(OC)c(/C=N/NC(=O)c2cccc3ccccc23)c1 | i | i | -11 | i | i | i | i | i | i | i | i
39 | O=C(COc1ccccc1)N/N=C/c1ccc([N+](=O)[O-])o1 | i | i | -10 | i | i | i | i | i | i | i | i
40 | O=C(NCc1ccccn1)c1ccc(Cl)c(S(=O)(=O)Nc2ccccc2C(=O)NCc2ccccn2)c1 | i | i | -11 | i | i | i | i | i | i | i | i
41 | COc1cc(/C=C2\C(=O)ON=C2c2ccc(Cl)cc2)ccc1O | i | i | -10 | 27* | i | i | -5.9* | i | i | i | i
42 | Cc1cc(C)n2nc(C(=O)OCC(=O)N3CC(C)CC(C)C3)nc2n1 (configuration not stated) | i | i | -15 | i | i | i | i | i | i | i | i
43 | Cc1onc(-c2ccccc2Cl)c1C(=O)N1CCCCC1C (configuration not stated) | i | i | -4 | i | i | i | i | i | i | i | i
44 | Cc1ccc(OCc2nc(-c3cccnc3)no2)cc1C | i | i | -9 | i | i | i | i | i | i | i | i
45 | CC(=O)CCc1ccc(OCC(O)CNC2CCCc3ccccc32)cc1 (configuration not stated) | i | i | -8 | i | i | i | i | i | i | i | i
46 | CCCOc1ccc(/C=C/C(=O)NC2CCCCC2)cc1 | i | i | -4 | i | i | i | i | i | i | i | i
47 | Cc1c(OCC(=O)NCCCN2CCOCC2)ccc2c3c(c(=O)oc12)CCCC3 | i | i | -6 | i | i | i | i | i | i | i | i
48 | CC1=C(C(=O)OCc2ccc3c(c2)OCO3)C(c2ccc(F)cc2)NC(=O)N1 (configuration not stated) | i | i | -4 | i | i | i | i | i | i | i | i
49 | CCC(c1nnc(SCC(=O)Nc2nnc(-c3ccccc3)o2)n1Cc1ccccc1)N(C)C (configuration not stated) | i | i | -9 | i | i | i | i | i | i | i | i
50 | Cc1ccc(NC(=O)c2ccc(Cl)c(N3C(=O)C=CC3=O)c2)cc1 | i | i | -25 | i | i | i | i | i | i | i | i
51 | O=C(O)c1ccc(Nc2cc(Cl)c3nonc3c2[N+](=O)[O-])cc1 | i | i | -8 | i | i | i | i | i | i | i | i
52 | CCN(CC)c1ccc(/C=N/NC(=O)Cc2ccc(OC)c(OC)c2)cc1 | i | i | -4 | i | i | i | i | i | i | i | i
53 | Cc1ccc(-c2nnc(Nc3ccc4c(c3)OCO4)c3ccccc23)cc1S(N)(=O)=O | i | i | -11 | i | i | i | i | i | i | i | i
54 | CC(=O)c1cccc(NC(=O)c2c(F)c(F)c(F)c(F)c2F)c1 | i | i | -4 | i | i | i | i | i | i | i | i
55 | C/C=C\C=C/C(=O)Nc1cccc(C2=NOC3(C2)C[C@H](C(N)=O)N(C(=O)Cc2ccc([N+](=O)[O-])cc2)C3)c1 (some centres not stated) | i | i | -5 | i | i | i | i | i | i | i | i
56 | COC(=O)CC(N)c1ccc(Br)cc1 (configuration not stated) | i | i | -5 | i | i | i | i | i | i | i | i

Carrying on:
# | Molecule | KCNQ1 pot | KCNK3 inh | hERG protect | MrgX1 ag | RGS4 block | ANO1 block | ANO1 activ | MrgX1 allo act | RGS4 pot | KCNQ1 block | KCNK9 inh
57 | CCS(=O)(=O)N1CCN(c2ccccc2F)CC1 | i | i | -10 | i | i | i | i | i | i | i | i
58 | O=C(N1CCOCC1)N1CCCN(C(=O)N2CCOCC2)CC1 | i | i | -3 | i | i | i | i | i | i | i | i
59 | O=C(CNC(=O)/C(=C/c1ccccc1)NC(=O)c1ccc(Br)cc1)OCc1ccccc1 | i | i | -5 | i | i | i | i | i | i | i | i
60 | S=C(NCCN1CCOCC1)Nc1cccc2ccccc12 | i | i | -6 | i | i | i | i | i | i | i | i
61 | Cc1ccccc1S(=O)(=O)Cc1ccc(C(=O)NCCCN2CCCC2)o1 | i | i | -1 | i | i | i | i | i | i | i | i
62 | O=C(O)CCCC(=O)N1CC(=O)Nc2ccccc21 | i | i | 0 | i | i | i | nt | i | i | i | i
63 | COc1ccc(-n2c(CNc3ccc(C)cc3)nnc2SCC(=O)Nc2nc(-c3ccccc3)cs2)cc1 | i | i | -9 | i | i | i | i | i | i | i | i
64 | O=C(CSCc1c(F)cccc1Cl)NNC(=S)NC1CCCCC1 | i | i | -14 | i | i | i | i | i | i | i | i
65 | CCC1CCCCN1C(=O)c1ccc(OC)c(OC2CCN(C(C)C)CC2)c1 (configuration not stated) | i | i | -2 | i | i | i | i | i | i | i | i

Filtered by structure, the entries above containing a thiophene ring, fused or not (2)
# | Molecule | KCNQ1 pot | KCNK3 inh | hERG protect | MrgX1 ag | RGS4 block | ANO1 block | ANO1 activ | MrgX1 allo act | RGS4 pot | KCNQ1 block | KCNK9 inh
25 | CCOC(=O)Nc1sc2c(c1C(N)=O)CCC(C)C2 (configuration not stated) | i | i | -21 | i | i | i | i | i | i | i | i
36 | O=S(=O)(/N=C(/Nc1ccc(Cl)cc1Cl)c1ccccc1)c1cccs1 | i | i | -26 | i | i | i | i | i | i | i | i
